ELG1 genotoxic: qHTS screen for small molecules that induce genotoxicity in human embryonic kidney (HEK293T) cells expressing luciferase-tagged ELG1; Potency, µM (doses to about 46 µM), without a hit: top-dose activity change, positive = activation, most hits filed as activators; HEK293T ELG1-luciferase reporter, luminescence, 16 h; hit rate 1.3% among 330,000; note: % of control where 0% means no effect; nearly all actives have a fitted effect of over 60% in size
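After overnight (16 hr) compound treatment at 37 °C, ELG1-luciferase HEK293T cells were lysed with ONE-Glo; luminescence quantified 30 min later at room temperature.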
RORgamma inh: qHTS for inhibitors of ROR gamma transcriptional activity; Nuclear receptor ROR-gamma (Mus musculus), P51450; Drosophila S2 Gal4-RORgamma UAS-luciferase reporter, 20 h; Potency, µM (series often up to 53.6 µM), without a hit: at the top dose activity change, negative = inhibition, usual class: inhibitors; hit rate 5.4% among 310,000; note: % is set by controls: 0 for no effect and ±100 for the full control effect; nearly all actives have a fitted effect of over 60% in size
Target sequence (P51450 whole entry, looked up, the tested form may be a part): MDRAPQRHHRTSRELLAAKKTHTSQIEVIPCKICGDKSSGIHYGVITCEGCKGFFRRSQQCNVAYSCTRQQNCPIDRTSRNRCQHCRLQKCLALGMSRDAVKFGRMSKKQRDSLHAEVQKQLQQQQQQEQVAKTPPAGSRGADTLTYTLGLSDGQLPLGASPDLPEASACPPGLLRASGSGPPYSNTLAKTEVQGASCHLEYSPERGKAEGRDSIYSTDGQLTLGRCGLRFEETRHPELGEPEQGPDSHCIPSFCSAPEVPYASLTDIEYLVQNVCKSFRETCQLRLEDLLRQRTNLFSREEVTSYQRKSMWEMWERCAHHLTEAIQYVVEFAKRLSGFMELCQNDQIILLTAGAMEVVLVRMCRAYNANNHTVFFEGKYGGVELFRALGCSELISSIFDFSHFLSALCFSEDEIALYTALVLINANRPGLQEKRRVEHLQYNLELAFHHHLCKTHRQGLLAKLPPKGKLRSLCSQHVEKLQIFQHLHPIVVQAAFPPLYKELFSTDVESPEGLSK
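Drosophila Schneider cells stably carrying a metallothionein-driven Gal4 DBD–ROR gamma fusion and a UAS-Photinus luciferase reporter were exposed to compound for 1 hr, then induced with copper sulfate (700 uM final) for 20 hr at ambient temperature before luminescence reading.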
NPC1 prom act: qHTS Assay for NPC1 Promoter Activators; Huh7 NPC1 promoter luciferase reporter, 24 h; Potency, µM (series often up to 9.22 µM), without a hit: at the highest dose activation, actives largely listed as activators; hit rate 2.4% among 320,000; AID 485313, 2010;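 note: % of control where 0% means no effect; nearly all actives have a fitted effect of over 60% in size; reporter is driven by a mutant NPC1 promoter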
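Cells: Huh7 expressing luciferase under the NPC1 promoter, 1500/well. Seeded 2 h, compound added, incubated 24 h at 37 °C. Luciferase reagent, 10 min ambient, then luminescence.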
Rab9 promoter act: qHTS Assay for Rab9 Promoter Activators | Huh7 Rab9 promoter-luciferase reporter, luminescence, 24 h | Potency, µM (top dose mostly 9.22 µM), without a hit: at the top dose activation, negative = inhibition, actives largely listed as activators | hit rate 2.8% among 320,000 | AID 485297, 2010; note: % of control where 0% means no effect; nearly all actives have a fitted effect of over 60% in size
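Luciferase signal after 10 min detection reagent at ambient indicates Rab9 promoter upregulation; stably transfected Huh7 cells were treated 24 h with compound in DMSO at 37 °C, 5% CO2.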
BRCA1 expr act: qHTS Assay to Identify Small Molecule Activators of BRCA1 Expression. MCF7-BRCA1-FFLuc reporter, luminescence, 48 h; response scale: scaled: vehicle 0%, 10 µM genistein 100%. Potency, µM (top dose mostly 46.1 µM), for the others: at the top dose activation, actives largely listed as activators. hit rate 1.1% among 380,000; note: nearly all actives have a fitted effect of over 80% in size; some results filed as inactive show a strong effect at the top dose
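First, MCF7-BRCA1-FFLuc cells (2000/well) attach for 2 h; next, compounds are pin-added and incubated 48 h at 37 °C; finally, luciferase reagent is added and luminescence read after 15 min.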
FLuc counter: qHTS profiling assay for firefly luciferase inhibitor/activator using purifed enzyme and Km concentrations of substrates (counterscreen for miR-21 project). Potency, µM (titrated, usually from 57.5 µM), without a hit: at the top dose activity change, negative = inhibition, usual class: inhibitors. AID 588342, 2011. hit rate 6.9% among 360,000. purified FLuc, Km substrates, luminescence inhibition. Luciferin 4-monooxygenase (Photinus pyralis), P08659;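 note: plate controls were vehicle for no effect and reference inhibitor for full effect; nearly all actives have a fitted effect of over 55% in size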
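Purified P. pyralis luciferase (10nM final) with 10uM D-luciferin and 10uM ATP (Km levels) in 50mM Tris acetate pH 7.5, 10mM Mg acetate, 0.01% Tween-20, 0.05% BSA; qHTS 6-point titration, ~60 µM downward; luminescence read.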
CXXC DNA block: qHTS Fluorescence Polarization Assay for Inhibitors of MLL CXXC domain - DNA interaction. Histone-lysine N-methyltransferase 2A (Homo sapiens), Q03164. MLL-CXXC / FITC-HOXA9 DNA fluorescence polarization. Potency, µM (doses to about 115 µM), without a hit: at the top dose activity change, negative = inhibition, most hits filed as inhibitors. hit rate 0.037% among 290,000. AID 2662, 2010; active = well fitted inhibition curve with a large enough effect in the polarisation, with a control signal flat, not every such curve was filed as active; inconclusive = small, poorly fitted or top-dose-only effect, or effect the other way, or a change in a side signal; inactive = no such curve, though single readings can be large or run the other way; the % refers to the polarisation
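Fluorescence polarization: 7 uM MLL-CXXC (stock) preincubated 5 min with compounds, then 50 nM fluorescein-HOX-A9 DNA (stock) added; 30 min ambient. Buffer 50 mM Tris-HCl pH 7.5, 50 mM NaCl, 1 mM DTT, 0.05% BSA.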
VP16 counter: VP16 counterscreen qHTS for inhibitors of ROR gamma transcriptional activity. Drosophila S2 Gal4-VP16 UAS-luciferase, luminescence, 20 h. Potency, µM (highest dose often 53.6 µM), for inactives: top-dose activity, negative = inhibition, hits mostly inhibitors. hit rate 3.5% among 310,000. AID 2546, 2010;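 note: Gal4-VP16 expression switched on by copper sulfate through the metallothionein promoter; % is set by controls: 0 for no effect and ±100 for the full control effect; nearly all actives have a fitted effect of over 50% in size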
p53 reactivator: qHTS assay for re-activators of p53 using a Luc reporter | H1299 p53-A138V BP100-luciferase reporter, luminescence, 24 h | AID 504706, 2011 | hit rate 0.063% among 320,000 | Potency, µM (doses to about 92.2 µM), without a hit: at the highest dose activity change, positive = activation, actives largely listed as activators; note: % of control where 0% means no effect; nearly all actives have a fitted effect of over 45% in size
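p53-null H1299 cells stably carrying temperature-sensitive p53-A138V and a BP100-luciferase reporter were pinned with compounds (4-point, 1:5 series) and held 24 hrs at 37 deg C. Luminescence was read 10 min after detection reagent.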
uPA generation: qHTS for Inhibitors of Cell Surface uPA Generation | cell surface uPA generation assay, qHTS | hit rate 0.31% among 330,000 | Potency, µM (series often up to 38.3 µM), for the others: at the highest dose activity change, negative = inhibition, hits mostly inhibitors; active = well fitted inhibition curve with a large enough effect; inconclusive = small, poorly fitted or top-dose-only effect; inactive = no such curve, though single readings can be large or run the other way; tested in mouse RAW 264.7 cells; note: % is set by controls: 0 for no effect and ±100 for the full control effect; nearly all actives have a fitted effect of over 55% in size
MBNL1-CUG inh: qHTS Assay for Inhibitors of MBNL1-poly(CUG) RNA binding. Muscleblind-like protein 1 (Homo sapiens), Q9NR56. TR-FRET MBNL1-His/biotin-(CUG)12 binding, 665/545 ratio. Potency, µM (top dose mostly 57.5 µM), for the others: at the highest dose activity change, negative = inhibition, hits mostly inhibitors. hit rate 0.036% among 280,000. AID 2675, 2010; active = well fitted inhibition curve with a large enough effect in the signal ratio, with a control signal flat, not every such curve was filed as active; inconclusive = small, poorly fitted or top-dose-only effect, or effect the other way, or a change in a side signal; inactive = no such curve, though single readings can be large or run the other way; the % refers to the signal ratio; note: % is set by controls: 0 for no effect and ±100 for the full control effect
Target sequence (Q9NR56 whole entry, looked up): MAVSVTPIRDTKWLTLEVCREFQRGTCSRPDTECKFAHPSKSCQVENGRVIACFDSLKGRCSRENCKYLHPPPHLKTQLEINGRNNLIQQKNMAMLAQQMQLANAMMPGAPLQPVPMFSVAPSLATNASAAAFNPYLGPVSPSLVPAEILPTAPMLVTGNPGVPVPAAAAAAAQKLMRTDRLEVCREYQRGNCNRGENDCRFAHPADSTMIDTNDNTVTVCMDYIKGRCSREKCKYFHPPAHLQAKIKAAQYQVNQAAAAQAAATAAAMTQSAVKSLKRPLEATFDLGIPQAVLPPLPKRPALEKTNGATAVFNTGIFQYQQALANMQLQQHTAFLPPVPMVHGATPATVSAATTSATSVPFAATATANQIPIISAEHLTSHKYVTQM
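TR-FRET readout: Ex 340 nm, 665/545 nm emission ratio, normalized to buffer-only (basal) and MBNL1-(CUG)12 controls. Complex of MBNL1-His with Biotin-(CUG)12, compounds 92 nM–58 uM, incubated 60 min at room temperature.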
* hit, by the source's call; ? = inconclusive; nt = not tested or not shown; [ ] = dose if it differs, or a comment. Unless noted, calls come from the whole dose curve; as a rule, active = well fitted curve in the direction sought with a large enough effect; inconclusive = small, poorly fitted or top-dose-only effect, or another doubt; inactive = no such curve, though single readings can be large; an effect the other way counts as inactive or inconclusive. Potency is the fitted concentration of half-maximal effect. The list is partial; rates above refer to the full screens.

SMILES	ELG1 genotoxic	RORgamma inh	NPC1 prom act	Rab9 promoter act	BRCA1 expr act	FLuc counter	CXXC DNA block	VP16 counter	p53 reactivator	uPA generation	MBNL1-CUG inh
CCC(C(=O)N1CCOCC1)n1nc(C)c2sc3ccccc3c2c1=O (configuration not stated)	0%	1%	-3%	-3%	-10%	0%	32%[activator]	1%	5%	6%	-2%
O=C(O)CCC(=O)Nc1nnc(C(F)(F)F)s1	0%	-16%	-1%	4%	-11%	1%	-6%	-6%	2%	6%	-11%
COc1cc(/C=N/Nc2cccc(C)c2)ccc1OC(=O)c1ccco1	11%	8%	-2%	-5%	-3%	-14%	72%[activator]	-5%	0%	0%	-9%
O=C(Cn1nnc2ccccc21)OCC(=O)c1ccccc1	2%	12%	3%	1%	-7%	-8%	-2%	-12%	21%	6%	-3%
COC(=O)c1cc(-c2ccc(Br)cc2)on1	1%	-1%	-1%	1%	-6%	8.5µM*	4%	-3%	0%	-3%	-9%
CC(=O)Nc1ccc(S(=O)(=O)Nc2ccc(S(=O)(=O)Nc3nc(C)cc(C)n3)cc2)cc1	-2%	?	-2%	0%	6%	-1%	28%	-5%	-15%	3%	-4%
COc1nc(OCCNS(=O)(=O)c2ccc(C)cc2)nc(N(C)C)n1	1%	17%	1%	-1%	-1%	-1%	-1%	-7%	1%	-7%	nt
O=C(CNS(=O)(=O)c1ccccc1)NCc1cccnc1	1%	1%	0%	-6%	17%	-2%	-7%	-15%	4%	?	-4%
Cc1ccccc1NC(=O)C(C)Sc1nnc(-c2ccncc2)n1CC1CCCO1 (configuration not stated)	2%	4%	1%	0%	-8%	2%	8%	-9%	-1%	0%	-2%
N#CCCn1cc(/C=C2\NC(=S)N(c3ccccc3)C2=O)c(-c2ccc(-c3ccccc3)cc2)n1	?	-19%	-12%	-12%	0%	2%	-1%	-7%	7%	10%	-3%
C=CCn1c(SCCOc2ccccc2)nnc1C(C)NC(=O)c1ccccc1 (configuration not stated)	0%	?	0%	-1%	3%[1.84 µM]	-1%	-19%	-1%	3%	1%	11%
O=C(NC1CCCCC1)N(CCN1CCOCC1)Cc1cc2cc3c(cc2[nH]c1=O)OCCO3	5%	15%	-4%	3%	-37%	2%	1%	0%	-3%	nt	-2%
Cc1ccc(CNC(=O)Cn2nnc(C(=O)Nc3cccc(C)c3C)c2N)cc1	2%	-4%	1%	2%	1%	-2%	2%	0%	-1%	4%	11%
COc1nc(C)cc(C)c1S(=O)(=O)c1ccccc1	0%	-19%	1%	4%	-4%	6%	13%	2%	-4%	8%	-8%
Cc1c(Br)c([N+](=O)[O-])nn1C(C)C(=O)Nc1nccs1 (configuration not stated)	-3%	20µM*	-1%	-15%	0%	0%	-1%	?	9%	2%	22%
O=C(NCCc1ccc(Cl)cc1)C1CCCN1C(=O)Nc1ccccc1 (configuration not stated)	-4%	-2%	3%	3%	-1%	-1%	4%	-13%	?	6%	-3%
Nc1ncnc2c1ncn2Cc1ccccc1	8%	-13%	-2%	-2%	-7%	4%	-2%	11%	-4%	-3%	-6%
O=C(N/N=C/c1ccc(N2CCCCC2)o1)C(O)(c1ccccc1)c1ccccc1	-1%	11µM*	-4%	-5%	nt	-9%	4%	13µM*	-2%	nt	0%
COc1cc(NC(=O)c2ccc(Br)cc2)ccc1NC(=O)c1cc2ccccc2o1	5%	-6%	1%	-4%	-5%	-2%	6%	3%	4%	8%	4%
Cc1cccc(NC(=O)CN2CCN(C(=O)c3cncn3-c3ccc(F)cc3)CC2)c1C	-3%	nt	-1%	-4%	-5%	2%	nt	nt	1%	0%	nt
Cc1nc([N+](=O)[O-])cn1CC(O)c1ccc(Cl)cc1 (configuration not stated)	0%	-2%	-1%	0%	14%	1%	1%	3%	-2%	-14%	2%
O=C(CCN1C(=O)CSC1=O)Nc1ccc(Br)cc1	1%	11%	1%	-3%	7%	-1%	4%	3%	-6%	-1%	0%
CCOC(=O)N1CCN(S(=O)(=O)c2cccc3nonc23)CC1	1%	0%	0%	-2%	0%	0%	11%	5%	-1%	4%	?
CC1CC(C)CN(CCCNC(=O)c2nn(C)c3c2CS(=O)(=O)c2ccccc2-3)C1 (configuration not stated)	-1%	-12%	0%	-7%	14%	-2%	1%	1%	0%	-21%	-9%
O=C(Cc1cccc(F)c1)Nc1ccc2c(c1)CCC2	?	19%	?	?	97%	?	1%	25%	7%	0%	-11%
CCCCn1cnc2sc3c(c2c1=N)CCCC3	-5%	-9%	1%	2%	-19%	0%	3%	9%	4%	-2%	-6%
Cc1cccc(NC(=S)N2CCC(c3nc4ccccc4o3)CC2)c1C	-1%	10µM*	-1%	0%	-1%	5%	1%	?	-8%	1%	-4%
Cc1ccc(S(=O)(=O)N(CCO)Cc2ccccc2)cc1	0%	12%	-1%	1%	-13%	8%	1%	-10%	nt	-1%	1%
CC(/C=N/n1c(-c2cc(C)[nH]n2)n[nH]c1=S)=C\c1ccccc1	0%	8.9µM*	-1%	0%	-7%	0%	-1%	?	2%	3%	44%[activator]
Cc1[nH]c2ccccc2c1C(=O)CN1CCC(C(N)=O)(N2CCCCC2)CC1	0%	-18%	0%	3%	-6%	0%	15%	-3%	-9%	2%	-6%
CON(C)c1nc(OCCNC(=O)OCc2ccc(Cl)cc2C)nc(N(C)C)n1	-4%	45%	-2%	-10%	-29%	3%	4%	1%	-11%	1%	-22%
COc1ccc(N(CC(=O)NCc2cccs2)S(=O)(=O)c2cccnc2)cc1	4%	-3%	3%	-5%	3%	0%	-4%	3%	1%	5%	-10%
CC(=O)c1cccc(NS(=O)(=O)c2c(C(=O)N3CCOCC3)c(C)n(C)c2C)c1	-1%[9.26 µM]	-8%	3%	0%	10%	0%	0%	3%	6%	3%	-3%
CCOc1nc(C)ccc1-c1noc(-c2cccnc2)n1	20%	19%	18%	1%	76%	?	8%	2%	10%	9%	3%
O=[N+]([O-])c1ccc(NCCCO)c(C(F)(F)F)c1	-1%	-3%	-2%	0%	-5%	2%	-3%	-3%	-4%	1%	?
CS(=O)(=O)NCc1nnc(SCC(=O)NC2CCCCC2)n1-c1ccc(F)cc1	0%	-4%	2%	10%	-5%	0%	-3%	0%	4%	-1%	-5%
C=CCNS(=O)(=O)c1cccc(C(C)=O)c1	1%	-10%	10%	-5%	15%	6%	-1%	-4%	-3%	-12%	-1%
O=S(=O)(NCCOc1ccccc1F)c1cccc(Br)c1	0%	nt	-3%	-1%	11%	nt	nt	nt	-10%	-16%	nt
CS(=O)(=O)c1nc2ccccc2n1Cc1ccccc1	-2%	0%	-3%	1%	-48%	7%	5%	0%	8%	nt	1%
COc1ccc(-n2c(=S)[nH]c3cc(C(=O)NCCCN4CCOCC4)ccc3c2=O)cc1	3%	-42%	0%	-1%	-1%	0%	1%	-5%	4%	3%	-7%
C=CCSc1nnc(CNS(=O)(=O)c2ccc(C)cc2)n1C	1%	-2%	-4%	9%	0%	3%	6%	3%	12%	-1%	-5%
Cc1nn(-c2ccccc2)c2sc(C(=O)N3CCOCC3)cc12	?	26%	?	3.5µM*	62%	11µM*	0%	?	?	-3%	-8%
COc1cccc(-c2c(-c3cc(OC)cc(OC)c3)n(C)c3ccc(-c4ccc5[nH]ccc5c4)cc23)c1	-1%	nt	-2%	-6%	-54%	0%	nt	nt	9%	7%	nt
COC(=O)c1sc(NC(=O)c2c(F)cccc2F)c(C#N)c1C	-4%	?	2%	1%	0%	?	-2%	14%	-1%	2%	20%
CN(C)c1ccc(P(=O)(OCc2ccccc2)C(O)c2ccc(Br)cc2)cc1 (configuration not stated)	-3%	12%	-1%	-4%	-17%	1%	-2%	-2%	-4%	-3%	-3%

Screening results: PubChem BioAssay, National Center for Advancing Translational Sciences (NCATS)
